# Compound activity deposited in PubChem BioAssay by National Center for Advancing Translational Sciences (NCATS).
# ALOX12 inh – blocks human arachidonate 12S-lipoxygenase; Potency, µM (highest dose often 108 µM), for the others: at the top dose activity change, negative = inhibition, hits mostly inhibitors; P18054; purified 12hLO, xylenol orange hydroperoxide absorbance; 580,000 compounds, 1.1% hits; note: % is set by controls: 0 for no effect and ±100 for the full control effect
#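 Hydroperoxide product was detected by ferrous iron/xylenol orange as the 573 to 405 nm absorbance ratio. Arachidonic acid at 40 uM (final) was turned over for 30 min at room temperature by 150 nM human 12hLO, pH 7.0 Hepes buffer, after 15 min compound preincubation.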
# USP1 inh – USP1/UAF1 (human) deubiquitinase inhibition; 390,000 compounds, 0.23% hits; recombinant USP1/UAF1, Ub-Rhodamine cleavage fluorescence; Potency, µM (doses to about 57.1 µM), inactives show top-dose activity change, negative = inhibition, usual class: inhibitors; O94782; note: % is set by controls: 0 for no effect and ±100 for the full control effect; nearly all actives have a fitted effect of over 60% in size; inactives centre near -12
#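 Step one: compound is pinned into 1nM USP1/UAF1 in HEPES pH 7.8 buffer with TCEP. Step two: 15 min room-temperature incubation. Step three: Ub-Rho (150nM final) starts cleavage, tracked by fluorescence over six one-minute reads.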
# Vif-APOBEC3F blk – inhibitors of Vif-A3F interaction. AID 602313. Potency, µM (series often up to 46.1 µM), inactives show at the highest dose activity, negative = active. HeLa A3F-eYFP + Vif (tagged APOBEC3F with the HIV-1 protein that degrades it), YFP fluorescence increase. 390,000 compounds, 0.2% hits; note: % of control where 0% means no effect; nearly all actives have a fitted effect of over 65% in size
#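 HeLa cells stably expressing Vif plus C-terminally eYFP-tagged A3F were seeded, incubated overnight at 37 deg C, dosed with compound, incubated overnight again at 37 deg C. Yellow fluorescence (Ex 488/Em 500-530) reported blocked Vif-mediated A3F-eYFP degradation.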
# TrxR1 substrate – rat thioredoxin reductase 1 substrate activity; purified TrxR1 substrate turnover, NADPH consumption readout; 390,000 compounds, 0.01% hits; O89049; Potency, µM (top dose mostly 114 µM), for the others: top-dose activity change, negative = substrate turnover; note: % is set by controls: 0 for no effect and ±100 for the full control effect; nearly all actives have a fitted effect of over 50% in size
#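 Rat TrxR1, dispensed at 90 nM, was prereduced with 400 uM NADPH (final) for 5 min at ~22 deg C, then incubated with compound 15 min before 400 uM selenite. A first-read NADPH fluorescence drop versus no-compound background flagged substrates.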
# rTrxR1 inhibitor – inhibitors of rat thioredoxin reductase 1 | O89049 | recombinant rTrxR1, NADPH fluorescence consumption, selenite substrate | Potency, µM (titrated, usually from 114 µM), for inactives: top-dose activity change, negative = inhibition, usual class: inhibitors | 390,000 compounds, 1% hits | AID 588453; note: % is set by controls: 0 for no effect and ±100 for the full control effect; nearly all actives have a fitted effect of over 65% in size
#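 Rat TrxR1 (90 nM in the dispensed reagent) was pre-reduced with 400 uM NADPH for 5 min at room temperature, then incubated with compound for 15 min. After 400 uM selenite was added, NADPH fluorescence (Ex 340/Em 450 nm) was followed for 8 min.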
# RGS4 inhibitor – human RGS4 inhibition. AID 504845. 390,000 compounds, 0.039% hits. Transcreener GDP fluorescence polarization, RGS4-accelerated GTP hydrolysis. Potency, µM (highest dose often 114 µM), without a hit: at the top dose activity change, negative = inhibition, most hits filed as inhibitors. P49798; note: % is set by controls: 0 for no effect and ±100 for the full control effect; nearly all actives have a fitted effect of over 75% in size; some results filed as inactive show a strong effect at the top dose
# Target sequence (P49798 whole entry, looked up): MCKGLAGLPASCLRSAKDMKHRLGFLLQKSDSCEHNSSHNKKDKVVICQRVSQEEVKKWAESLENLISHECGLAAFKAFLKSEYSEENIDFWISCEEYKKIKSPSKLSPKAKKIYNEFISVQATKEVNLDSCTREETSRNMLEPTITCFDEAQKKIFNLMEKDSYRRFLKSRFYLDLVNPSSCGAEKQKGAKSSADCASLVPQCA
#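 MLSMR compounds (23 nl, pin-transferred) preincubated 10 min at room temperature with a 500nM (2x) first reagent, then RGS4 at 900nM (2x) plus Transcreener GDP mix added; fluorescence polarization (620/688 nm) read before and after 90 min at 30 °C.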
# RXFP1 agonist – RXFP1 (human) receptor agonism; HEK293T-RXFP1 cAMP TR-FRET, 30 min; response scale: percent of porcine relaxin response, buffer zero; AID 2676; Potency, µM (series often up to 57.5 µM), for the others: top-dose activation, usual class: activators; 370,000 compounds, 0.3% hits; Q9HBX9; note: % is set by controls: 0 for no effect and ±100 for the full control effect; nearly all actives have a fitted effect of over 60% in size; many of its hits are not listed in these tables
# Target sequence (Q9HBX9 whole entry, looked up): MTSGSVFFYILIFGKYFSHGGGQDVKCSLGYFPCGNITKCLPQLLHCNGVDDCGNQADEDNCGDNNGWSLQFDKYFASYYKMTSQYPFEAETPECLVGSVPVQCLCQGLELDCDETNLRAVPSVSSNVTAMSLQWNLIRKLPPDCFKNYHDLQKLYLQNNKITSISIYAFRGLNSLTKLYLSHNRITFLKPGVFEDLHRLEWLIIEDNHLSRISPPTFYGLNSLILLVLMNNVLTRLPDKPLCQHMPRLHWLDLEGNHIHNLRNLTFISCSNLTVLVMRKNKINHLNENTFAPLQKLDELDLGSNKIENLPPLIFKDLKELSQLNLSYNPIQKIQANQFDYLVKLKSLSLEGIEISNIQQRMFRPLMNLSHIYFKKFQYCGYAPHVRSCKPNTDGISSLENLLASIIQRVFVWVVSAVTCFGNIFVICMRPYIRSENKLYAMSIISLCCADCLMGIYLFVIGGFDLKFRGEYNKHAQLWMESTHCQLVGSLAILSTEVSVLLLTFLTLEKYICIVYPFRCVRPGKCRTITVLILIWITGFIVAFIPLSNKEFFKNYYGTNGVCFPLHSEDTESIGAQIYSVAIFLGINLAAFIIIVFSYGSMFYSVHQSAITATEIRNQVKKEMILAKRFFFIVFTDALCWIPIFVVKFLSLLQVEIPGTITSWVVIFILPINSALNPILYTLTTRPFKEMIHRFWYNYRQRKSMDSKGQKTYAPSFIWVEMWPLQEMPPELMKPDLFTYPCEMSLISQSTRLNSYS
#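 cAMP rise read by TR-FRET after 30 min, 37C compound exposure (up to 58 uM) in RXFP1-transfected HEK293 cells with Ro 20174 present. EC50 from Hill-equation fits, with 29 nM porcine relaxin as 100% and buffer as basal.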
# Vif-A3G inh – Vif-A3G binding inhibition. Q9HC16. HeLa A3G-eYFP + Vif (tagged APOBEC3G with the HIV-1 protein that degrades it), YFP fluorescence, overnight. Potency, µM (top dose mostly 46.1 µM), for inactives: top-dose activity, negative = active, hits mostly inhibitors. 410,000 compounds, 0.076% hits. AID 602310;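 note: % is set by controls: 0 for no effect and ±100 for the full control effect; nearly all actives have a fitted effect of over 60% in size; hits raise eYFP signal because A3G escapes Vif-driven loss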
#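 Read-out is eYFP fluorescence (Ex 488/Em 500-530) from Vif-expressing HeLa A3G-eYFP cells; more signal means A3G escaped Vif-mediated degradation. Cells plated overnight, compound pinned in, incubated overnight at 37 deg C.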
# IDH1 R132H inh – blocks human mutant IDH1 R132H enzyme; O75874; IDH1-R132H enzyme, NADPH consumption, diaphorase/resazurin fluorescence; Potency, µM (top dose mostly 76.6 µM), without a hit: at the highest dose activity change, negative = inhibition, hits mostly inhibitors; 390,000 compounds, 0.093% hits; AID 602179; note: % is set by controls: 0 for no effect and ±100 for the full control effect; nearly all actives have a fitted effect of over 65% in size
#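 IDH1-R132H (0.5 ug/mL) preincubated 30 min with compound, then NADPH (0.016 mM) and alpha-KG (2 mM) added; 80 min at RT, pH 7.5. Remaining NADPH coupled via diaphorase/resazurin to fluorescence (540/590 nm); concentration-response curves normalized to no-enzyme control.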
# The depositor's hits bear a star; ? = inconclusive; . = no result given; & = joins results of further samples; [ ] = dose if it differs, or a comment. Calls come from the whole dose curve; as a rule, active = well fitted curve in the direction sought with a large enough effect; inconclusive = small, poorly fitted or top-dose-only effect, or another doubt; inactive = no such curve, though single readings can be large; an effect the other way counts as inactive or inconclusive. Potency is the fitted concentration of half-maximal effect. Some of the compounds tested, so the mix of outcomes need not match the whole.
SMILES,ALOX12 inh,USP1 inh,Vif-APOBEC3F blk,TrxR1 substrate,rTrxR1 inhibitor,RGS4 inhibitor,RXFP1 agonist,Vif-A3G inh,IDH1 R132H inh
Cc1cccc(N2C(=O)C3CC3C2=O)c1 (configuration not stated),-12%,9%,-1%,2%[57.1 µM],5%[57.1 µM],-11%,2.9%,-2%,0%
Cn1nc(C(C)(C)C)cc1C(=O)Nc1nc2c(s1)C(=O)CC(C)(C)C2,4%,-23%,-3%,-6%[57.1 µM],8%,-16%,16%,1%,-1%
O=C(NCCN1CCOCC1)c1cccc(S(=O)(=O)N2CCCC2)c1,12%,-14%,-15%,-7%,-12%,-8%,0.6%,0%,-3%
COc1ccc(C2CC(=O)C(C=NCCN3CCOCC3)=C(O)C2)cc1 (configuration not stated),4%,-14%,.,-11%,-33%,-18%,3.4%,-5%,2%
N#CCc1ccc(Oc2ncccn2)cc1,0%,-21%,-14%,8%,22%,?,-3.2%,0%,4%
Cc1ccc(C)c(NC(=O)CCc2c(C)nn(-c3ccc(N4CCCC4)nn3)c2C)c1,-13%,-18%,0%,7%[57.1 µM],23%[57.1 µM],-2%,-3.2%,-3%,-1%
Cc1ccc(NC(=O)CSc2ccc3c(c2)OCCO3)c(O)c1,0%,-16%,-10%,8%,52%[activator],8%,4.1%,-1%,8%
O=C(NCc1cccnc1)c1ccccc1NS(=O)(=O)c1ccc(Br)cc1,0%,-11%,3%,0%,11%,22%,.,-6%,-9%
N#CC1(Nc2cccc(Cl)c2)CCCC1,-5%,-5%,-9%,-4%,8%,3%,.,1%,0%
COc1ccc(CNC2c3ccccc3-c3ccccc32)cc1OC,12%,2%,-22%,-6%,-6%,12%,-0.7%,2%,4%
Clc1ccc(-c2ccnc(Oc3cc(Cl)ccc3Cl)n2)cc1,416%[activator],-26%,-6%,-7%,-9%,-25%,2.0%,3%,7%
CN1C(=S)SC(C)(C)C1N(O)C(=O)Nc1ccc(Cl)cc1 (configuration not stated),-12%,-20%,-5%,9%[57.1 µM],22%[57.1 µM],-10%,1.4%,1%,0%
COc1ccccc1CN1CC(C(=O)N(Cc2cnn(C)c2)C(C)C)CCC1=O (configuration not stated),11%,-17%,-1%,1%,19%,8%,1.3%,-1%,-4%
CCN(Cc1ccccc1)Cc1nnnn1Cc1ccccc1,-1%,-12%,7%,3%,17%,-27%,0.5%,-3%,12%
CCC(=O)C1=C(c2ccc(F)cc2)N(C(=O)CC)n2c(nnc2C2CCCCC2)S1,6%,-9%,1%,4%[57.1 µM],10%[57.1 µM],-19%,-0.4%,-2%,4%
C=CCn1c(SCc2nc3ccccc3[nH]2)nnc1-c1cccc(OC)c1,25%,-13%,2%,4%,-2%,-19%,4.5%,4%,1%
CCOC(=O)N1CCN(C(=O)Cc2ccc(-n3c(=S)[nH]c4ccccc4c3=O)cc2)CC1,0%,-13%,6%,5%,-7%,-37%,0.4%,1%,0%
CN(Cc1ccccc1F)C(=O)CNC(=O)Cc1cccc2ccccc12,-8%,-13%,-9%,-6%,-8%,7%,0.4%,-4%,9%
CCOC(=O)N[C@H](Cc1c[nH]c2ccccc12)C(=O)Nc1cccc(Cl)c1,?,-20%,3%,4%,21%,-8%,4.6%,-1%,18%
Cc1cc2occ(CC(=O)O)c2cc1C,-18%,-17%,1%,0%[57.1 µM],17%[57.1 µM],1%,0.6%,2%,-3%
COc1ccc(CCN2CC(C(=O)NCCc3cnn(C)c3)CCC2=O)cc1 (configuration not stated),0%,-2%,-5%,4%[57.1 µM],12%[57.1 µM],-41%[56.9 µM],0.5%,-3%,-5%
COc1cc(CN2CCN(C(O)(c3ccccc3)c3ccccc3)CC2)cc(OC)c1OC,0%,-10%,-8%,-9%,-23%,-23%[56.9 µM],-0.7%,-9%,8%
CC(=O)Oc1ccc2c(=O)c(N3C(=O)c4ccccc4C3=O)c(C)oc2c1C,?,-6%,-5%,7%[57.1 µM],7%[57.1 µM],-14%,-1.3%,3%,-34%
CCCC(=O)OCCNc1cc(SCCC(=O)OC)c2nonc2c1[N+](=O)[O-],?,-19%,3%,-12%,10µM*,-31%,-0.8%,-11%,-3%
CCc1cc2cc(C(=O)N3CCN(Cc4ccccc4)CC3)sc2s1,496%[activator],-24%,-14%,-2%,-5%,-5%,-0.3%,0%,0%
Cn1c(=O)c2c(nc(CN3CCN(C(=O)c4ccco4)CC3)n2CC(=O)C(C)(C)C)n(C)c1=O,-12%,-13%,-5%,0%,11%,19%,17%,-2%,-12%
CCO[C@H]1OC(C(=O)N2CCOCC2)=C[C@@H](C)[C@@H]1CCCO,7%,-1%,8%,8%[57.1 µM],-2%[57.1 µM],17%,0.6%,1%,-5%
CCOCCCNC(=O)CN1C(=O)/C(=C/c2ccccc2C)Sc2ccccc21,-5%,-7%,-6%,7%,7%,-18%,0.7%,-8%,0%
CC1(c2ccccc2)NC(=O)N(CC(=O)N2CCN(S(=O)(=O)c3c(F)cccc3F)CC2)C1=O (configuration not stated),39%[activator],-9%,-6%,-2%,-3%,-6%,.,-4%,28%
CCc1ccccc1NC(=O)CN(C)C(=O)COC(=O)c1cccnc1Cl,-6%,-15%,4%,-2%,20%,-5%,.,3%,6%
O=C(/C=C/c1ccco1)N1CCCC(c2ccccc2)C1 (configuration not stated),?,-12%,-28%,0%,32µM*,?,3.0%,-7%,6%
CC(C)(C)C(=O)NCc1ccc(C(=O)CN2C(=O)NC3(CCCC3)C2=O)s1,7%,-18%,4%,-6%,-8%,13%,-0.3%,0%,3%
CCOC(=O)C1=C(COC(=O)c2cccc(N(C)C)c2)NC(=O)NC1C (configuration not stated),?,-13%,-14%,-3%,2%,-8%,-0.7%,-1%,-1%
CCc1c(O)c(-c2ccccc2)c(=O)n(-c2ccccn2)c1-c1ccccc1,0%,5%,6%,5%[57.1 µM],-1%[57.1 µM],-20%,-1.6%,1%,4%
O=C(Nc1ccccc1)Nc1nnc(/C=C/c2ccccc2Cl)s1,-18%,-5%,9%,13%,5%,-8%,0.1%,-5%,-8%
CCOc1ncccc1C(=O)OCC(=O)c1c(N)n(C)c(=O)n(C)c1=O,?,-3%,-8%,19%[57.1 µM],28%[57.1 µM],?,5.8%,-2%,4%
Cc1nc2ccc(S(=O)(=O)N(C)CC(=O)NCc3ccc(N(C)C)cc3)cc2s1,3%,-26%,?,5%,17%,7%[11.4 µM],0.7%,-2%,-9%
CCCc1nc2nc(C)c(NS(=O)(=O)c3ccc(C4CCCCC4)cc3)c(=O)n2[nH]1,?,-13%,0%,-2%[57.1 µM],-1%[57.1 µM],-7%,-1.4%,1%,0%
COc1cc(Br)cc2cc(C(=O)NCC3CCCO3)c(=O)oc12 (configuration not stated),-11%,3%,5%,-10%,-13%,-3%,1.8%,1%,10%
COc1ccc(OC)c(NC(=S)N2CCC(C(O)(c3ccccc3)c3ccccc3)CC2)c1,-22%,-19%,-8%,-5%,-1%,-21%,0.1%,-1%,0%
C(=C\c1ccccc1)/CSc1nnc(-c2cccnc2)o1,-4%,?,-2%,6%,4%,-6%,4.0%,-8%,-1%
CC(=O)NC(=S)Nc1ccc(S(=O)(=O)N(C)Cc2ccccc2)cc1,-27%,-13%,17%,-2%,-7%[57.1 µM],0%,-0.5%,-3%,-3%
Cc1ccc2c(C)nc(N/C(N)=N/S(=O)(=O)c3ccc([N+](=O)[O-])cc3)nc2c1,-2%,-14%,2%,0%,23%,-19%,0.9%,0%,1%
COC(=O)/C=C1\SC(=NC(=O)c2ccc(C)cc2)NC1=O,?,-26%,-2%,-8%[57.1 µM],20%[57.1 µM],?,3.1%,-1%,4%
Cc1cc(=O)oc2cc(NC(=O)c3c(Cl)cnn3C)ccc12,?,-14%,1%,18%,20%,-7%,18%,-5%,1%
O=C(OCC#CCSc1nnc(-c2cccc3ccccc23)o1)c1ccco1,3%,-12%,3%,47%[activator],12%,9%,2.0%&3.2%,0%,2%
Cc1cc(C)n(C(C)CC(=O)Nc2ccc(C)c(N(C)C)c2)n1 (configuration not stated),3%,-7%,2%,-2%[57.1 µM],8%[57.1 µM],0%,0.2%,0%,9%
COC(=O)c1ccc(NC(=O)COc2ccc([N+](=O)[O-])cc2)cc1,-3%,-7%,-6%,2%[57.1 µM],11%[57.1 µM],-28%,4.1%,1%,2%

# One compound at a time, as listed above. Order of screens: ALOX12 inh | USP1 inh | Vif-APOBEC3F blk | TrxR1 substrate | rTrxR1 inhibitor | RGS4 inhibitor | RXFP1 agonist | Vif-A3G inh | IDH1 R132H inh
# COc1ccc(OC)c(NC(=S)N2CCC(C(O)(c3ccccc3)c3ccccc3)CC2)c1 as listed: -22% | -19% | -8% | -5% | -1% | -21% | 0.1% | -1% | 0%
# COC(=O)/C=C1\SC(=NC(=O)c2ccc(C)cc2)NC1=O as listed: ? | -26% | -2% | -8%[57.1 µM] | 20%[57.1 µM] | ? | 3.1% | -1% | 4%
